LmPK inhibitor – qHTS Assay for Inhibitors of Leishmania Mexicana Pyruvate Kinase (LmPK). Q27686. purified LmPK, Kinase-Glo ATP luminescence, 1 h. 0.37% of 290,000 active. Potency, µM (series often up to 57.5 µM), inactives show at the highest dose activity change, negative = inhibition, most hits filed as inhibitors; also: potency is read from the fitted curve at half-maximal effect; % is scaled to controls: 0 for no effect and ±100 for the full control effect
Target sequence (Q27686 whole entry, looked up): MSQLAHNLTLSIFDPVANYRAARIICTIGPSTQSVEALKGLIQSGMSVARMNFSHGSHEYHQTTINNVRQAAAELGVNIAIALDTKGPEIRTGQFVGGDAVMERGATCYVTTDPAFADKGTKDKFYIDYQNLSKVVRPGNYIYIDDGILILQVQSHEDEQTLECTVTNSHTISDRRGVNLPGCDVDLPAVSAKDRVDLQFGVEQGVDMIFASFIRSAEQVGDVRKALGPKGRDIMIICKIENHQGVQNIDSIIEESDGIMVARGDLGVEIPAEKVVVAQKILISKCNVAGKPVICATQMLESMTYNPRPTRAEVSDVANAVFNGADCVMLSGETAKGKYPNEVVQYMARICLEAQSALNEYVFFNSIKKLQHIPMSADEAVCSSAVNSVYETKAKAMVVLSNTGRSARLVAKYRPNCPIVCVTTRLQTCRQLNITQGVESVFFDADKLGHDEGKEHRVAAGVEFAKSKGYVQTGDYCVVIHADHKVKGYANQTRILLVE
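Screened at intermediate enzyme activity to detect both inhibitors and activators: LmPK at 0.1 nM, with a 0.5 nM enzyme column as activation reference. PEP 0.5 mM, ADP 0.1 mM; ATP detected by luminescence after 1 h.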
Pf growth 96h – Primary qHTS for delayed death inhibitors of the malarial parasite plastid, 96 hour incubation; P. falciparum luciferase reporter growth, 96 h; Potency, µM (titrated, usually from 28.7 µM), without a hit: at the top dose activity change, negative = inhibition, actives largely listed as inhibitors; 6.9% of 320,000 active; also: potency is read from the fitted curve at half-maximal effect; % is scaled to controls: 0 for no effect and ±100 for the full control effect
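Luminescence readout: decreased luciferase signal marks inhibited growth of reporter-expressing P. falciparum in infected red cells (2% hematocrit, 0.05% parasitemia final), exposed to compound two generations (96 h, 37 C, 5% CO2).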
Shiga toxin inh – A qHTS for Small Molecule Inhibitors of Shiga Toxin | Vero cells, Shiga toxin protein synthesis inhibition reporter | inhibition, % at 38.7 µM | 9.2% of 290,000 active; in the data active = inhibition mostly above about 28%, no sharp cut-off; inactive = mostly below about 43%; also: 0% is about no effect
CHX counter – Cycloheximide Counterscreen for Small Molecule Inhibitors of Shiga Toxin | cell reporter, cycloheximide protein synthesis inhibition counterscreen | max response, % | AID 2314, 2010 | 12% of 300,000 active; in the data active = max response mostly above about 13%, no sharp cut-off; inactive = mostly below about 14%; also: read at 38.3 µM for the half of the compounds with a filed dose; 0% is about no effect
Pf growth 48h – Primary qHTS for delayed death inhibitors of the malarial parasite plastid, 48 hour incubation. 5.9% of 310,000 active. Potency, µM (doses to about 28.7 µM), for the others: top-dose activity change, negative = inhibition, usual class: inhibitors. AID 504832, 2011. P. falciparum luciferase growth in erythrocytes, 48 h; also: potency is read from the fitted curve at half-maximal effect; % is scaled to controls: 0 for no effect and ±100 for the full control effect
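Firefly luciferase activity from engineered P. falciparum reports growth; inhibitors lower the luminescent signal. Cultures contained 2% hematocrit erythrocytes at 0.1% final parasitemia.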
AmpC inh no detg – qHTS Inhibitors of AmpC Beta-Lactamase (assay without detergent) | AID 485341, 2010 | AmpC nitrocefin hydrolysis, absorbance 480 nm, 0.0001% Triton | Potency, µM (top dose mostly 57.1 µM), without a hit: top-dose activity change, negative = inhibition, actives largely listed as inhibitors | P00811 | 0.52% of 330,000 active;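 also: potency is read from the fitted curve at half-maximal effect; plate controls were no compound for no effect and no enzyme for full effect; nearly all actives have a fitted effect of over 20% in size; some results filed as inactive show a strong effect at the top dose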
Target sequence (P00811 whole entry, looked up): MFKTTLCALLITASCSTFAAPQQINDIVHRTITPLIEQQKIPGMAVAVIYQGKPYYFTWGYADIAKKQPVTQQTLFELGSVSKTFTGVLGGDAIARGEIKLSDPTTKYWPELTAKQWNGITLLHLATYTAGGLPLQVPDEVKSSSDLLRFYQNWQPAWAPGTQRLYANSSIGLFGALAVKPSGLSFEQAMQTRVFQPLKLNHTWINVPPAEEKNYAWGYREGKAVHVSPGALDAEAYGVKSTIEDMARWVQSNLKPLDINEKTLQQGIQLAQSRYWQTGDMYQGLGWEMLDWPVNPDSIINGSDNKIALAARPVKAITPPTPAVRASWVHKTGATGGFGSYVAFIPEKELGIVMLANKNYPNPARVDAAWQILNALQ
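AmpC (5.3 nM in the dispensed reagent) in 20 mM phosphate pH 7.0 with 0.01% (detergent screen) or 0.0001% Triton X-100 was preincubated with compounds for 15 min at room temperature. Nitrocefin was then added from an 800 uM solution, and hydrolysis was followed at 480 nm.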
TbPYK inhibitor – qHTS of Trypanosoma Brucei Inhibitors; pyruvate kinase (Trypanosoma brucei), Q57TT1; 0.12% of 410,000 active; Potency, µM (doses to about 76.8 µM), without a hit: at the highest dose activity, negative = inhibition, most hits filed as inhibitors; TbPYK enzyme, Kinase-Glo Plus ATP luminescence, 45 min; also: potency is read from the fitted curve at half-maximal effect; % is scaled to controls: 0 for no effect and ±100 for the full control effect; nearly all actives have a fitted effect of over 50% in size
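Enzyme and substrate buffer are dispensed first and compound is pin-transferred. ADP at 130 uM final then starts the reaction, which runs 45 min at room temperature. Detection reagent is added for 10 min before luminescence is imaged.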
The depositor's hits bear a star; ? = inconclusive; . = no result given; & = joins results of further samples; [ ] = another dose, or the depositor's remark. Unless noted, calls follow the shape of the dose curve; as a rule, active = well fitted curve in the direction sought with a large enough effect; inconclusive = small, poorly fitted or top-dose-only effect, or another doubt; inactive = no such curve, though single readings can be large; an effect the other way counts as inactive or inconclusive.

SMILES	LmPK inhibitor	Pf growth 96h	Shiga toxin inh	CHX counter	Pf growth 48h	AmpC inh no detg	TbPYK inhibitor
Cn1c(=O)oc2cc(S(=O)(=O)Nc3ccccc3)ccc21	7.0%	28.0%	-10.5	-2.1	47.1%[activator]	-40.4%	0.4%
CCCCOC(=O)Nc1nnc(COc2ccccc2)s1	2.6%	-7.8%	-8.5	1.3	-0.2%	-17.3%	-3.7%
COc1ccc(CC(=O)N2N=C(C)CC2(O)c2cccnc2)cc1OC (stereo not drawn)	-3.0%	5.3%	-5.2	2.6	-3.5%	-24.1%	-8.4%
COc1ccc(C(=O)NCCOc2cccc(OC)c2)cc1	1.6%	0.4%	35.0	15.3	8.0%	-9.4%	-0.1%
Cc1cc([N+](=O)[O-])cc2c1NC(=O)C2(O)N1CCOCC1 (stereo not drawn)	2.5%	?	12.9	8.4	31.2%[activator]	-0.5%	2.6%
CCOc1ccccc1CN1CCN(CCCc2ccccc2)CC1CCO (stereo not drawn)	0.2%	8.9%	.	-4.3	-28.1%	22.3%	3.5%
Cc1cc(C(=O)OCC(=O)NNC(=O)c2cccs2)ccc1[N+](=O)[O-]	.	14.6%	.	.	35.4%[activator]	-24.5%	7.6%
Cc1nn(C)c(C)c1S(=O)(=O)N(CC(=O)NCCCN1CCC(C)CC1)c1ccc(C(C)C)cc1	4.0%	32.9%[activator]	1.8	-3.5	?	77.7%[activator]	3.0%
CCN1CCCC1CNC(=O)Cn1cnc2ccc(S(=O)(=O)N3CCC(C)CC3)cc2c1=O (stereo not drawn)	4.1%	0.5%	-6.1	-1.3	-21.1%	0.0%	1.8%
CCOc1ccc2nc(N(CCN(C)C)C(=O)c3cc4ccccc4cc3OC)sc2c1	-0.5%	?	9.9	0.9	?	140.4%[activator]	-1.9%
O=C1CC(Sc2ccc(Cl)cc2)C(=O)N1Cc1ccncc1 (stereo not drawn)	5.2%	9.8%	6.8	-2.1	-0.9%	-6.8%	1.3%
COc1ccc(-n2c(C)c(C(C)=O)c3cc(O)ccc32)cc1	3.9%	-30.9%	-2.1	-4.1	19.1%	1.1%	-1.9%
c1csc(Cc2nc3ccccc3[nH]2)c1	-2.3%	1.6%	34.9	23.7*	15.9%	-20.3%	0.2%
NC(=O)c1ccc(NC(=O)c2ccc(CN3CCOCC3)cc2)cc1	6.3%	4.3%	-10.7	-1.6	.	-10.2%	-12.3%
Cn1c(=O)c(NCCc2ccccc2)c2c3c(cccc31)C(=O)c1ccccc1-2	-3.7%	9.28µM*	-12.1	-6.2	.	?	0.9%
COc1ccc(NC(=O)c2ccco2)cc1NC(=O)c1ccccc1	0.5%	-9.1%	-5.3	-2.8	2.2%	-17.9%	0.0%
CCCCC1CCCC12NC(=O)NC2=O (stereo not drawn)	2.7%	51.2%[activator]	8.5	-1.8	30.3%[activator]	-10.0%	-4.1%
Cc1cc(C)c(NC(=O)CNC(=O)COC(=O)C2=COCCO2)c(C)c1	.	1.5%	.	.	20.5%	-1.2%	0.6%
O=Cc1[nH]c2ccccc2c1N(C(=O)CCl)c1ccc([N+](=O)[O-])cc1	-0.2%	0.0%	11.3	1.3	?	-48.5%	-2.5%
N#CC(C#N)=Cc1ccc(NC(=O)c2ccc(Br)cc2)cc1	0.3%	6.6%	75.3*	47.2*	11.3%	-44.4%	2.7%
COc1ccc(/C=C/C(=O)NC(=S)NNC(=O)c2ccco2)cc1OC	3.6%	19.6%	0.3	-2.6	?	-12.7%	-18.9%
Cc1ccccc1CSCCNC(=O)CSCc1ccc([N+](=O)[O-])cc1	-0.4%	?	-22.1	-3.1	-8.0%	-17.8%	5.1%
C(=N\c1nccs1)/c1c[nH]c2ccccc12	-1.2%	30.1%[activator]	-16.2	-1.7	9.7%	.	3.7%
CCN1C(=NCc2cc(OC)c(OC)c(OC)c2)N[C@@H](c2ccccc2)[C@H](C(=O)OC)[C@H]1C	-5.5%&-4.0%	?	3.1&4.0	1.1&1.1	-5.5%&-0.5%	-6.9%&11.7%	.
CO/N=C\CC(=O)Nc1ccc(Cl)cc1Cl	1.1%	56.1%[activator]	46.5	20.8*	25.0%	5.0%	-16.9%

Next section:
SMILES	LmPK inhibitor	Pf growth 96h	Shiga toxin inh	CHX counter	Pf growth 48h	AmpC inh no detg	TbPYK inhibitor
Cn1c(/C=C/c2ccccc2)nc2ccccc21	5.01µM*	48.2%[activator]	-13.1	11.1	82.3%[activator]	-27.8%	?
C#C[C@]1(O)CC[C@H]2[C@@H]3CCC4=CC(=O)CC[C@]4(C)[C@H]3CC[C@@]21C	-1.8%	?	3.9	-2.4	-6.2%	-24.9%	-15.6%
C=CCN=C1S/C(=C\c2ccc(N(C)C)cc2)C(=O)N1CC=C	-1.6%	-51.0%	59.1*	45.3*	-11.6%	-3.8%	0.6%
Cc1ccc(NC(=S)NC(NC(=O)c2ccco2)C(Cl)(Cl)Cl)cc1 (stereo not drawn)	0.6%	.	0.7	7.2	4.65µM*	-54.5%	-13.2%
CCCn1nnnc1NCc1ccc(OC)cc1	6.4%	21.1%	-12.1	-1.3	54.3%[activator]	-5.9%	3.2%
O=C1COc2ccc(C(=O)CSc3ccccc3C(=O)O)cc2N1	0.9%	?	8.2	-3.4	11.8%	-13.4%	1.9%
CCc1ccccc1NC(=O)CNC(=O)CCc1nc2sc3c(c2c(=O)[nH]1)CCCC3	.	3.4%	.	.	4.6%	31.6µM*	-10.8%
COC(=O)C1=C(N)OC2=C(C(=O)CC(C)(C)C2)C1c1ccoc1 (stereo not drawn)	-0.5%	3.2%	14.6	-3.0	15.2%	-15.4%	?
COc1ccc(C(=O)/C=C2/C(=O)Nc3ccccc32)cc1	-4.1%	24.1%	58.0*	20.6*	24.7%	-27.5%	2.0%
CC(OC(=O)c1nn(C)c(=O)c2ccccc12)C(=O)NC1CCCCC1C (stereo not drawn)	.	3.4%	.	.	26.8%	-7.5%	2.7%
N#C/C=C1\Sc2ccccc2C(=O)N1CC(=O)N1CCN(S(=O)(=O)c2ccccc2)CC1	-6.0%	?	122.4*	27.7*	-15.9%	-26.0%	?
O=C(Cn1c2[n+](c3ccccc31)CC(O)CS2)c1ccccc1 (stereo not drawn)	4.1%	63.8%[activator]	-8.0	6.5	2.08µM*	-31.9%	0.3%
CCN(Cc1ccccc1)C(=O)c1cccc(S(=O)(=O)N2CCN(c3ccccc3)CC2)c1	.	?	.	.	?	53.2%	1.9%
CC(C(=O)NC(N)=O)N1C(=O)NC(c2ccccc2)(c2ccccc2)C1=O (stereo not drawn)	2.9%	24.5%	-6.1	-10.7	-2.6%	-15.5%	-2.0%
Cc1ccc(S(=O)(=O)NCc2ccccc2)cc1	-0.7%	14.2%	.	3.9	-11.4%	-13.2%	-0.7%
O=C(O)c1ccccc1N/N=C/c1c(Sc2nnnn2-c2ccccc2)nc2ccccn2c1=O	0.1%	0.586µM*	-5.2	2.8	?	-34.6%	2.5%
O=[N+]([O-])c1cccc(N/N=C/c2cccc(O)c2O)c1	-1.1%	0.9%[5.75 µM]	85.3*	39.8*	?	15.8µM*	0.4%
Nc1c(C(=O)c2ccccc2)oc2ccc([N+](=O)[O-])cc12	-0.2%	186.9%[activator]	41.1*	25.8*	-17.0%	-24.9%	8.1%
O=C(COC(=O)c1c(Cl)cccc1Cl)Nc1cccc(S(=O)(=O)NC2=NCCCCC2)c1	.	?	.	.	?	-34.4%	2.1%
c1ccc(-c2ccccc2-n2cnnn2)cc1	0.6%	.	38.7	-2.1	-1.6%	-11.3%	-9.3%
O=C(N/N=C\C1C(=O)NC(=S)N(c2ccccc2)C1=O)c1ccc(O)cc1 (stereo not drawn)	-0.1%	94.6%[activator]	34.7	6.8	44.3%[activator]	-34.2%	-14.5%
O=C(O)c1ccc(OCc2ccc(C(=O)O)o2)cc1	-6.5%	104.4%[activator]	31.5	14.8*	11.6%	-6.3%	3.9%
NC(=O)C1(C(N)=O)OC1c1ccccc1 (stereo not drawn)	-0.6%	31.5%	23.3	-2.5	3.9%	-17.5%	0.2%
COc1cccc(N2CC(C(=O)Nc3c(C)cccc3C)CC2=O)c1 (stereo not drawn)	0.2%	-5.5%	-5.3	-2.9	-9.2%	-5.0%	-4.6%
Cn1c(=O)c(C(=O)NCCc2ccccc2)c(O)c2ccccc21	-2.0%	?	9.9	1.7	38.8%[activator]	-17.9%	-1.8%

The closing five records of the section before open the next one:
SMILES	LmPK inhibitor	Pf growth 96h	Shiga toxin inh	CHX counter	Pf growth 48h	AmpC inh no detg	TbPYK inhibitor
O=C(N/N=C\C1C(=O)NC(=S)N(c2ccccc2)C1=O)c1ccc(O)cc1 (stereo not drawn)	-0.1%	94.6%[activator]	34.7	6.8	44.3%[activator]	-34.2%	-14.5%
O=C(O)c1ccc(OCc2ccc(C(=O)O)o2)cc1	-6.5%	104.4%[activator]	31.5	14.8*	11.6%	-6.3%	3.9%
NC(=O)C1(C(N)=O)OC1c1ccccc1 (stereo not drawn)	-0.6%	31.5%	23.3	-2.5	3.9%	-17.5%	0.2%
COc1cccc(N2CC(C(=O)Nc3c(C)cccc3C)CC2=O)c1 (stereo not drawn)	0.2%	-5.5%	-5.3	-2.9	-9.2%	-5.0%	-4.6%
Cn1c(=O)c(C(=O)NCCc2ccccc2)c(O)c2ccccc21	-2.0%	?	9.9	1.7	38.8%[activator]	-17.9%	-1.8%
COc1cccc(OCC(=O)NC2CCS(=O)(=O)C2)c1 (stereo not drawn)	.	75.6%[activator]	.	.	-0.1%	0.3%	0.9%
CCC(C)[C@H](NC(=O)NCc1ccc(F)cc1)C(=O)O (stereo partly drawn)	1.7%	42.6%[activator]	-1.8	-2.3	85.8%[activator]	-15.0%	-0.2%
S=P(N1CC1)(N1CC1)N1CC1	.	62.7%&-21.3%[activator]	.	.	-3.2%&-6.4%	1.2%	-6.0%
CCCCOC(=O)Nc1cc(C(=O)OC)ccc1C(=O)OC	-0.1%	?	-2.0	-2.3	10.4µM*	27.9%	4.6%
Cc1ccc(-c2nnn(CC(=O)N3CCN(c4nc5ccccc5s4)CC3)n2)cc1	-4.8%	.	7.0	1.4	15.0%	-19.3%	-1.9%
COc1ccc(CC(=O)OCC(=O)Nc2ccc3c(c2)OCO3)cc1OC	-4.8%	?	14.4	4.8	101.3%[activator]	-17.1%	3.1%
COc1cc2nc(CN3CCN(c4ncc(C(F)(F)F)cc4Cl)CC3)[nH]c(=O)c2cc1OC	13.2%	?	-6.7	8.1	-0.7%	8.7%	.
O=C(C(Cl)Cl)N1CCN(c2ccccn2)CC1	0.4%	-3.9%	9.0	-1.3	3.5%	-8.1%	-10.9%

Compound activity as filed in PubChem.
